Growth percent in the NCI-60 one-dose screen (48 h, 10 µM unless noted): 100 = growth as untreated, 0 = no growth, -100 = all killed.
SK-MEL-5 = SK-MEL-5 melanoma; actives 6.4% (n = 80,000); AID 1794755
SK-MEL-2 = SK-MEL-2 melanoma; actives 4.7% (n = 77,000); AID 1794763
UACC-257 = UACC-257 melanoma | actives 4.4% (n = 78,000)
UACC-62 = UACC-62 melanoma; actives 5.4% (n = 81,000)
MALME-3M = MALME-3M melanoma; AID 1794766; actives 5.8% (n = 78,000)
MDA-MB-435 = MDA-MB-435 melanoma; actives 7.8% (n = 82,000)
M14 = M14 melanoma; actives 6.2% (n = 80,000); AID 1794745
SK-MEL-28 = SK-MEL-28 melanoma | actives 4.1% (n = 81,000)
Numbers without * were called inactive; · = no result given. The calls were made as follows: active = growth percent below 10; inactive = the rest.

SMILES	SK-MEL-5	SK-MEL-2	UACC-257	UACC-62	MALME-3M	MDA-MB-435	M14	SK-MEL-28
CS(=O)(=O)c1ccc(-c2nc3ccccn3c2/C=N/Nc2nc(-c3ccc(Cl)cc3)cs2)cc1	92	102	107	102	127	97	107	93
O=C(O)c1cc2cccc(O)c2cc1O	100	100	111	93	98	102	101	109
Cc1nn(-c2ccccc2)c2nc(C)n(Cc3ccccc3)c(=O)c12	92	100	112	80	107	106	103	124
CCOC(=O)CC1CSC(c2ccc(O)cc2)=N1 (centres undefined)	100	101	98	100	101	111	104	107
CCOc1cc2ncc(C#N)c(Nc3ccc(F)c(Cl)c3)c2cc1NC(=O)CC1CCSS1 (centres undefined)	·	-49*	-54*	-66*	-58*	-92*	-67*	-79*
O=C(Nc1ccccc1)C(=S)N1CCOCC1	102	100	100	95	104	105	107	108
CCOC(=O)c1c(CNCC(C)O)nc2ccc(Cl)cc2c1-c1ccccc1 (centres undefined)	102	105	115	84	111	94	113	105
CCC(=O)c1ccc2c(c1)N(C(C)CN(C)C)c1ccccc1S2 (centres undefined)	94	90	·	86	88	89	96	83
[O-][n+]1c(Cl)cc(Cl)c2ccccc21	109	123	102	99	107	101	100	104
O=[N+]([O-])c1ccc(NC(=S)N/N=C/c2cc3ccccc3n3nnnc23)cc1	71	49	90	65	72	82	75	79
Cn1cc(Nc2nccc(-c3ccc(N4CCCC4)c(C#N)c3)n2)cn1	39	4.0*	70	29	54	0.7*	17	64
COc1ccc(C2=Nc3c(N)ncnc3NC(c3ccc4c(c3)OCO4)C2)cc1 (centres undefined)	88	58	116	81	105	94	74	101
CCOC(=O)c1cnc2ccc(Br)cc2c1Nc1cccc(S(=O)(=O)NC)c1	97	111	114	97	99	105	114	122
CN1C(=O)N(C)C2(c3ccccc3)N(CC(=O)N3CCOCC3)C(=O)NC12c1ccccc1 (centres undefined)	100	109	108	93	96	106	98	104
Cc1c(OCC(F)(F)F)ccnc1CNc1ccc(C2=CC(c3ccccc3O)N=C(N)N2)cc1 (centres undefined)	96	107	99	92	107	101	108	107
N/C(=N\c1nc2ccccc2s1)NC(=O)NC1CC1	101	107	111	91	112	101	113	113
COc1ccc(C(=O)NNc2ccc(-c3ccc(OC)c(OC)c3)nn2)cc1	99	111	102	100	112	106	101	114
COc1cc2c(cc1OC)=c1c(c(O)c3cccn13)N=2	96	92	112	87	·	98	98	116
CN(Nc1cccc(Cl)c1)c1cccc(Cl)c1	102	87	95	72	·	95	83	98
COc1cc(C2Cc3cnccc3-c3nc(N)c4ccncc4c32)cc(OC)c1OC (centres undefined)	90	90	104	74	82	16	80	89
ClC1CC2CCC1C2 (centres undefined)	103	120	92	104	123	96	104	113
Cc1ccc(S(=O)(=O)OC[C@@]2(C)CC[C@]3(C)CC[C@]4(C)C(=C3C2)C=C[C@@H]2[C@@]3(C)CCCNC(C)(C)[C@@H]3CC[C@]24C)cc1	76	9.4*	62	61	15	-38*	-65*	97
CC1=C(C)C(=O)C(N2CCN(c3ccccc3C)CC2)=CC1=O	93	101	82	92	97	108	·	116
N#Cc1nc(-c2cccs2)oc1N1CCN(S(=O)(=O)c2ccccc2)CC1	95	·	106	79	106	98	93	90
COc1ccc(N=Nc2c(N)nn3c(-c4ccc(OC)c(OC)c4)c4[nH]c(=O)nc(N)c4nc23)cc1	99	103	103	101	95	107	99	112
C[C@]12CC[C@@H]3c4ccc(O)cc4CC[C@H]3[C@@H]1CC(=O)[C@@H]2O	105	143	103	101	114	110	109	108
O=C(c1nc2ccccc2[nH]1)C1C(c2ccccc2O)C2CSCN2[C@@]12C(=O)Nc1ccccc12 (some centres undefined)	94	104	96	77	105	93	95	95
CCSc1nnc(Nc2ccc(C(C)C)cc2)s1	79	41	·	78	91	87	96	110
O=c1c2ccccc2[nH]c2ccc(Cl)cc12	93	99	102	92	108	117	101	106
CC1=CCC2C(=O)N(c3cc(C)on3)C(=O)C2C1 (centres undefined)	101	121	114	93	103	113	110	109
C=C(C)[C@@H]1CC[C@]2(C(=O)N3CCN(C)CC3)CC[C@]3(C)[C@H](CC[C@@H]4[C@@]5(C)CC(CCCNC(C)=O)(CCCNC(C)=O)[C@H](OC(C)=O)C(C)(C)[C@@H]5CC[C@]43C)[C@@H]12	92	112	109	99	98	94	104	103
O=C(O)c1cccc2c(=O)c3ccccc3n(CC(O)CN3CCCC3)c12 (centres undefined)	100	117	100	109	·	109	75	101
Brc1ccc(-c2ccccc2)cc1	92	109	96	99	98	95	97	106
O=C(NCCCl)Oc1ccc2ccccc2c1	107	106	·	100	122	106	98	105
CC1(C)CN1C(=O)NCCCCCCNC(=O)N1CC1(C)C	102	83	109	113	91	106	102	101
CCOC(=O)/C(C#N)=C/Nc1ccc(Cl)nc1Cl	98	93	84	91	112	105	112	110
CCOC(=O)C1=C(O)c2ccccc2C1=O	98	113	·	91	85	102	98	101
O=C(c1cccc(Br)c1)N1CCN(c2ccnc3cc(Cl)ccc23)CC1	82	86	86	70	94	90	99	96
CCN(C(=O)c1cc2ncccc2[nH]1)[C@H]1CCC[C@@H](NCc2cccc(F)c2)C1	96	105	107	98	92	97	113	103
O=c1[nH]c(N2CCOCC2)nc2cc(NCc3ccccc3)ccc12	99	94	105	98	98	108	93	108
CC(C)c1ccc(Cc2ccc(O)cc2)cc1	102	114	97	94	97	113	94	110
O=C(CC1c2ccccc2NC(=O)N1Cc1ccccc1)C1CC1 (centres undefined)	97	91	97	93	87	107	110	101
CC(C)CC(NC(=O)CN)C(N)=O (centres undefined)	98	103	103	97	95	100	99	101
CC(Sc1nc2ccccc2c(=O)n1CCc1ccc(S(N)(=O)=O)cc1)C(=O)Nc1ccc(Cl)cc1 (centres undefined)	79	81	90	74	90	99	105	105
CCCSCCC(C)(N)C(=O)O (centres undefined)	107	129	100	96	118	104	107	110
Fc1ccc(NC(c2ccc(OC(F)F)c(OC3CC3)c2)c2nnnn2C2CCCCC2)cc1 (centres undefined)	91	92	77	69	96	90	84	93
OCCN(CCO)c1ccccc1CO	102	110	110	96	·	105	111	104
O=C(O)c1ccnc(Cl)c1	109	88	101	103	99	103	89	109
Cc1ccc2[nH]c(O)c(N=Nc3nc(-c4ccccc4)c(C#N)c(=O)[nH]3)c2c1	·	99	103	95	93	100	102	118
Cc1ccc(S(=O)(=O)NNC(=O)Cn2c(=O)sc3ccccc32)cc1	102	101	106	109	111	107	103	125
Cc1c(C(=O)NCCC(=O)NO)sc2ncnc(Nc3ccc(Cl)cc3)c12	102	102	115	102	105	103	108	112
COc1ccc(-c2cc3c(oc2=O)-c2ccccc2OC3O)cc1 (centres undefined)	108	101	114	114	113	93	·	116
Clc1nc(Cl)c2ncn(C/C=C\Cn3cnc4c(Cl)nc(Cl)nc43)c2n1	-82*	24	·	-73*	-73*	-67*	-33*	-19*
CCCC(C)C1CCC(=O)CC1 (centres undefined)	110	109	97	102	·	·	109	108
O=[N+]([O-])c1cc(F)ccc1CCc1ccc(F)cc1[N+](=O)[O-]	103	108	115	·	·	96	98	105
C/C(=N\Nc1ncc(C#N)c(N)n1)c1ccc(C)cc1	93	104	110	95	84	98	99	104
NC(=O)N/N=C\c1ccco1	107	·	85	103	114	118	104	116
Clc1cccc(-c2cc(Cn3cnc4ccccc43)on2)c1	44	91	63	74	76	83	90	113
C1CCC2C(C1)N1CN(C34CC5CC(CC(C5)C3)C4)CN3C4CCCC[C@@H]4N4CN(C56CC7CC(CC(C7)C5)C6)CN2C4C13 (some centres undefined)	110	103	115	99	102	102	102	104
Cc1ccc(NC(=O)c2ccc(CN3CC[C@H](N(C)C)C3)c(C(F)(F)F)c2)cc1Nc1nccc(-c2cncnc2)n1	-97*	·	-75*	-64*	-79*	-18*	-61*	-78*

New compounds follow:
SMILES	SK-MEL-5	SK-MEL-2	UACC-257	UACC-62	MALME-3M	MDA-MB-435	M14	SK-MEL-28
CC1Sc2[nH]c(=O)sc2C2c3cc(Cl)ccc3OC(=O)C12 (centres undefined)	100	105	105	92	103	101	110	109
c1ccc(-c2cc(-c3ccccc3-c3ccc4ccccc4c3)no2)cc1	84	92	102	75	107	97	96	105
CCCCc1n(Cc2ccc3ccccc3n2)cc[n+]1Cc1ccc2ccccc2c1	-94*	-36*	-33*	-58*	-22*	1.3*	-17*	0.6*
CCN(CC)CCOc1cccc2c1C(=O)c1cccc(OCCN(CC)CC)c1C2=O	72	32	71	57	52	32	35	82
CCCCCCCCCCCCCCCc1cc(OC2OC(COC(C)=O)C(OC(C)=O)C(OC(C)=O)C2OC(C)=O)ccc1N (centres undefined)	74	95	86	71	99	92	90	102
C[Si](C)(C)CNCCNC[Si](C)(C)C	93	107	100	106	102	128	105	112
COC(=O)c1ccc(N)cc1C(=O)OC	101	89	78	113	107	120	·	102
OCCc1ccc(Cl)cc1	103	99	87	·	99	92	99	108
COc1ccc(-c2nc3cc(-c4nnc(C)o4)ccc3n2C2CCCCC2)cc1	91	96	106	80	119	96	104	109
c1ccc2c(c1)Cc1c-2c2[nH]c3ccccc3c2c2[nH]c3ccccc3c12	86	88	103	89	113	101	83	105
COc1ccc(/C=C/c2ccc3ccccc3n2)c(OC)c1	78	48	85	66	50	-5.3*	45	82
O=C(C1CC2CCC13CC=CCC23)C1CC2CCC13CC=CCC23 (centres undefined)	103	104	·	·	100	104	·	109
C=C(C)[C@@H]1CC[C@]2(C(=O)NCC(=O)OC)CC[C@]3(C)[C@H](CC[C@@H]4[C@@]5(C)Cc6c([nH]c7ccccc67)C(C)(C)[C@@H]5CC[C@]43C)[C@@H]12	82	78	76	77	94	90	90	95
Clc1ccc2sc(-c3ccccc3)nc2c1	91	77	66	86	104	95	102	106
CCCCSc1cc(C)nc(N)n1	101	93	109	94	96	97	99	113
CCOC(=O)C(Cc1ccccc1)n1c(O)c(C=Nc2ccc(S(=O)(=O)SCC)cc2)sc1=S (centres undefined)	108	81	105	102	97	107	93	103
CCOC(=O)c1ccc(NC(=O)Nc2nnc(C)c(C)n2)cc1	100	116	102	93	117	96	107	109
N#CCN1CCCCCC1	103	115	95	105	106	101	107	98
COc1ccc(/C=C/C(=O)c2ccc(B(O)O)cc2)cc1	83	104	89	86	117	75	94	104
Cc1ccc(-c2cc(C(=O)Nc3ccc(S(=O)(=O)N4CCCCC4)cc3)[nH]n2)c(O)c1	25	80	52	36	74	61	62	79
CCOC(=O)c1[nH]cc(-c2ccc(OC)cc2)c1-c1cc(OC)cc(OC)c1	87	92	98	66	97	89	84	98
COc1ccc2[nH]cc(-c3nnc(N)nc3-c3cn(C)c4ncccc34)c2c1	89	120	113	88	105	98	106	112
CCC(=O)Oc1ccc(C(CN(C)C)OC(=O)C(c2ccccc2)c2ccccc2)cc1OC(=O)CC (centres undefined)	97	105	95	100	97	107	99	97
C=CC(=O)Nc1cccc(-c2nc(SC)nc(NCCC)c2C#N)c1	93	97	94	87	89	83	92	106
NC(=S)NN=C1CCSCC1	99	121	105	85	108	101	100	114
COc1cc2ncnc(Nc3ccc(F)c(Cl)c3)c2cc1OCC(=O)N1CCCCC1	90	88	101	92	99	95	86	99
COc1cc(Cn2cc3c(c2)-c2onc(CN4CCCC4)c2CC3)cc(OC)c1OC	80	101	97	81	67	96	·	95
O=C(NCc1cn(Cc2ccc(F)cc2)nn1)c1cccnc1Nc1ccc(F)cc1	101	102	93	82	·	94	99	114
O=C(O)c1cc(N2C(=O)C=CC2=O)cc(N2C(=O)C=CC2=O)c1	100	98	115	104	145	110	112	117

Screening results (PubChem BioAssay)
